Assay outcomes as filed in PubChem.
FLuc act counter: affects firefly luciferase, flagging false hits in luciferase stimulation screens | P08659 | ATPlite luciferase biochemical, luminescence, 10 min; 0 = ATP-free wells, 1 = DMSO control | activation factor at 10 µM | 200,000 tested, under 10 active;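 active means luciferase activation factor, scaled between plate controls, of at least 2 with compound at 10 µM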
Target sequence (P08659 whole entry, looked up): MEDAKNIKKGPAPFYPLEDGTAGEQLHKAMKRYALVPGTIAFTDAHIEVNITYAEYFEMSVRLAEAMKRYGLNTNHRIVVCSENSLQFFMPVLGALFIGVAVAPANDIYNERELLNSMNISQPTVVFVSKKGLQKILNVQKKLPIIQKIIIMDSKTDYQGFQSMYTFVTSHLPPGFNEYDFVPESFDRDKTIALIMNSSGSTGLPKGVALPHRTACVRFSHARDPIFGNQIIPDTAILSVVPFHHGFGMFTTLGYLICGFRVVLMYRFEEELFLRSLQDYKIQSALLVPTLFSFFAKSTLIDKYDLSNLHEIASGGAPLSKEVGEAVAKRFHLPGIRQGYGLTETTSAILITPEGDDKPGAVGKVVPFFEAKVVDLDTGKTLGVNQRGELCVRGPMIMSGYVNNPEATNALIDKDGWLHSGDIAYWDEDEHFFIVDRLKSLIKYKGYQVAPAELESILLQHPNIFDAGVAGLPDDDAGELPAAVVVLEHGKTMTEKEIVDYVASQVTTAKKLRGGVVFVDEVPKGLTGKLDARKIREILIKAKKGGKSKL
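System: cell-free luciferase reagent; medium: PBS as buffer for the ATP substrate; doses: test compounds dosed from 2 mM stocks in 100% DMSO; incubation: 10 min, room temperature; measured by: luminescence from luciferase reaction; read-out: luciferase activation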
ROMK mod: human ROMK K+ channel modulation, primary screen. AID 1918. P48048. B-score at 10 µM. Tet-inducible ROMK, thallium flux fluorescence; actives lie on both sides. 2% of 130,000 active;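 active means signal ratio slope over the read window, or its plate-corrected B-score, at least 3 SD from the plate mean, either direction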;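 further: B-score of the F/F0 ratio slope over 7 to 12 s after thallium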
Target sequence (P48048 whole entry, looked up): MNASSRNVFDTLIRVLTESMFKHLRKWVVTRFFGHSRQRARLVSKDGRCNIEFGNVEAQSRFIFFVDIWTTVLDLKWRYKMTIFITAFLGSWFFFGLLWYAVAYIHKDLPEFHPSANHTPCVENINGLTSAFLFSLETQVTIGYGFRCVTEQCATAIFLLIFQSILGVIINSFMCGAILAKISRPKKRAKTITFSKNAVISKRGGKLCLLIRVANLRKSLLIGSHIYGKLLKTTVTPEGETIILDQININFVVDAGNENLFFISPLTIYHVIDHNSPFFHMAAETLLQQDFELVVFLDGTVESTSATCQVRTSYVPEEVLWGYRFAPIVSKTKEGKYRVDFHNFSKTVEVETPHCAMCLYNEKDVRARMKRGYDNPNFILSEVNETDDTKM
STAT3 act: STAT3 signaling activation; U3A cells, IL-6 STAT3-luciferase reporter, luminescence; 100% = signal with IL-6 EC80 alone; activation (% of control), % at 5.6 µM; 0.91% of 190,000 active; AID 871;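 active means activation above the screen-wide mean of compound activation plus 3 SD, cut at about 130% in these data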;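 further: 0% = background luminescence of wells with medium and substrate only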
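Material: STAT1-lacking human U3A cells, STAT3 luciferase reporter | Benchmarks: IL-6-only wells as 100% reference | Probe or stimulus: IL-6 (33 ng/mL) | Timing: Compound 1 h, then IL-6 6 h at 37 °C | Detection: Luminescence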
APP 5'UTR act: APP 5'UTR luciferase reporter activation. SH-SY5Y APP 5'UTR luciferase reporter, luminescence; zero percent = DMSO vehicle wells. activation, % at 2 µM. 1% of 190,000 active. AID 1276;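 active means activation above a set limit, based on mean plus 3 SD of controls, cut at about 140% in these data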; further: values of inactives mirror those of a sister screen read the other way
APP transl inh: APP translation inhibition; SH-SY5Y APP 5'UTR-luciferase reporter, luminescence; inhibition, % at 2 µM; 0.82% of 190,000 active; AID 1285;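 active means inhibition above a set limit, derived from the sample mean plus 3 SD, cut at about 45% in these data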; further: values of inactives mirror those of a sister screen read the other way
STAT1 inh: STAT1 signaling inhibition | AID 920 | NIH 3T3 STAT1-luciferase reporter, IFN-gamma, luminescence | inhibition, % at 5.5 µM | 0.35% of 200,000 active;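 active means inhibition above a set limit, the mean inhibition across all tested compounds plus 3 SD, cut at about 34% in these data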;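 further: 0% = IFN-gamma with DMSO and 100% = IFN-gamma with 300 µM nifuroxazide; values of inactives mirror those of a sister screen read the other way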
STAT1 act: activators of IFN-gamma induced STAT1 signaling | NIH 3T3 STAT1-luciferase reporter, luminescence; 100% = IFN-gamma alone, no compound | activation (% of control), % at 5.5 µM | 2.6% of 200,000 active;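 active means activation above the screen-wide mean activation plus 3 SD, cut at about 130% in these data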;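 further: raw ratio to IFN-gamma control signal so 100% means no change and 0% no light; values of inactives mirror those of a sister screen read the other way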
FLuc inh counter: inhibits firefly luciferase, flagging false hits in luciferase inhibition screens | inhibition, % at 10 µM | 1.5% of 200,000 active | P08659 | ATPLite firefly luciferase biochemical luminescence, 10 min | AID 1006;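 active means inhibition above about 50% when tested at 10 µM, limit read from the data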
NF-kB neuron act: raises NF-kB expression in human neuronal cells. NF-kB reporter expression; stronger effect = higher value. fold change at 12.5 µM. 1.6% of 190,000 active. AID 1239; in the data active means fold change above about 3.3
STAT3 blocker: STAT3 signaling inhibition; 0.89% of 190,000 active; inhibition, % at 5.5 µM; AID 862; U3A cells, IL-6 STAT3-luciferase reporter, luminescence; host cell line lacks STAT1;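 active means inhibition above the mean inhibition across all screened compounds plus 3 SD, cut at about 44% in these data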;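 further: 0% = DMSO only wells and 100% = 100 µM nifuroxazide control wells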
* hit, by the source's call; nt = no result given.

1. Cc1nc2ccccc2c(=O)n1NC(=O)Cc1ccc([N+](=O)[O-])cc1
2. COc1ccc(Br)cc1/C=N/NC(=O)c1nc(-c2ccccc2)n2c1CCCCC2
3. COc1ccc(C(=O)Nc2cnc3sc(C)nn3c2=O)cc1
4. O=C(NCC(c1cccnc1)N1CCN(c2ccccc2)CC1)c1ccc2c(c1)OCO2 (configuration not stated)
5. Cn1cc(SCC(=O)Nc2nc3ccccc3s2)c2ccccc21
6. N=c1ncn(CC(O)CO)c2nc(N3CCOCC3)[nH]c12 (configuration not stated)
7. Cc1n[nH]c(C)c1SCC(=O)Nc1ccc(F)cc1
8. CN(Cc1ccccc1)C(=O)NC1CCCCC1
compound no.	1	2	3	4	5	6	7	8
FLuc act counter	1	1	0.9	1.1	1.1	1	1.1	1.1
ROMK mod	-2.73	-0.0603	nt	0.952	nt	0.394	-0.269	0.538
STAT3 act	101.8	101.7	101.0	103.3	115.5	102.3	103.8	100.3
APP 5'UTR act	29.2	nt	12.5	-12.7	11.9	-4.8	8.9	12.1
APP transl inh	-29.2	nt	-12.5	12.7	-11.9	4.8	-8.9	-12.1
STAT1 inh	-3.3	4.4	-7.1	2.2	3.0	-4.7	-5.0	-4.2
STAT1 act	101.0	95.9	104.6	98.0	97.2	104.3	102.6	105.0
FLuc inh counter	-1.5	-4.8	7.0	-5.6	-8.2	0.5	-6.3	-5.5
NF-kB neuron act	1.01	0.54	1.57	0.94	0.75	1.22	0.95	1.06
STAT3 blocker	3.6	-3.7	2.3	0.2	-15.7	-6.0	-3.1	2.9

9. Cc1c(NC(=O)Oc2ccccc2)sc(=S)n1C
10. COc1ccc(CN2C(=O)c3ccccc3C2C(=O)NCc2cccnc2)c(OC)c1 (configuration not stated)
11. CC(=O)NCC(=O)N1CCCC(C(=O)c2ccc3c4c(cccc24)CC3)C1 (configuration not stated)
12. CN1C(=O)C2CN(CCc3ccccc3)CNC2N(C)C1=O (configuration not stated)
13. c1coc(-c2nnc(SCc3nc4ccccc4[nH]3)o2)c1
14. O=C(CSc1ccc(-c2ccc(Br)cc2)nn1)N1CCOCC1
15. COc1ccc(CC(=O)N2CCN=C2SCc2cccc([N+](=O)[O-])c2)cc1
16. CC(C)N(Cc1nc(-c2ccc(Cl)cc2)no1)C(=O)CN(C)S(=O)(=O)c1ccc(Cl)cc1
compound no.	9	10	11	12	13	14	15	16
FLuc act counter	1	1	1.1	1.1	1.1	0.6	1	1.1
ROMK mod	0.131	0.00173	0.488	0.6	nt	0.369	-0.0235	nt
STAT3 act	107.0	99.9	102.0	99.8	104.8	106.7	101.3	96.1
APP 5'UTR act	-4.7	-9.0	-3.8	-0.5	10.9	18.6	20.9	9.1
APP transl inh	4.7	9.0	3.8	0.5	-10.9	-18.6	-20.9	-9.1
STAT1 inh	-0.4	7.0	0.7	-7.7	5.0	-9.4	3.2	8.0
STAT1 act	99.2	93.6	99.2	105.4	95.5	106.5	96.7	92.7
FLuc inh counter	-3.9	-3.8	-7.0	-8.9	-7.9	35.9	-1.8	-9.6
NF-kB neuron act	1.05	1.46	1.04	1.26	0.52	1.36	1.14	0.93
STAT3 blocker	-7.1	7.7	3.5	4.6	4.5	-1.1	6.1	9.0

17. Oc1ccccc1/C=N/n1c(-c2cccs2)n[nH]c1=S
18. COc1cccc(NC(=O)c2ccc(S(=O)(=O)N3CCCCC3)cc2)c1
19. CCOc1ccc(C(=O)N2CCc3cc(OC)c(OC)cc3C2)cc1OCC
20. CCCCNC(=O)NNC(=O)COc1cc(C)cc(C)c1
21. Cc1ccc(S(=O)(=O)N2CCN(Cc3nc4sc(C)c(C)c4c(=O)[nH]3)CC2)cc1
22. CCC1(C(=O)OC)NC(c2ccco2)C2C(=O)N(c3ccccc3)C(=O)C21 (configuration not stated)
23. O=C1C2C3C=CC(c4ccccc4)(C2C(=O)N1c1cccc(Cl)c1)C1C(=O)N(c2cccc(Cl)c2)C(=O)C31 (configuration not stated)
24. CCCCOc1ccc(C(=O)N/C(=C/C=C/c2ccccc2)C(=O)NCCO)cc1
compound no.	17	18	19	20	21	22	23	24
FLuc act counter	1	1	1	1	1.1	1	1.2	1
ROMK mod	0.503	nt	2.02	0.312	-0.52	nt	nt	0.279
STAT3 act	97.7	93.4	98.2	101.9	104.7	102.3	98.9	98.2
APP 5'UTR act	-6.7	8.1	9.7	-15.2	1.5	-2.9	2.1	-1.9
APP transl inh	6.7	-8.1	-9.7	15.2	-1.5	2.9	-2.1	1.9
STAT1 inh	-0.7	3.2	0.8	3.3	8.6	3.8	0.4	2.4
STAT1 act	100.6	94.5	99.3	97.1	92.0	96.5	99.6	100.0
FLuc inh counter	-2.6	-3.2	-4.4	-0.1	-5.0	-1.0	-18.6	-4.3
NF-kB neuron act	1.17	0.72	1.01	1.06	1.38	1.02	0.75	1
STAT3 blocker	10.3	7.3	2.9	-4.9	0.7	3.4	0.4	-0.2

25. COc1ccc(NC(=O)CCN2CCN(S(=O)(=O)c3cc(Cl)ccc3OC)CC2)cc1
26. CC(C)(C)[C@@H]1C=C(C(=O)Nc2ccccc2)O[C@H](OCc2ccc(CO)cc2)C1
27. Cc1ccc(-n2nc(CC#N)c(C#N)c2N)cc1Cl
28. CC(C)Cc1cc(C(=O)NCc2ccco2)no1
29. CCOC(=O)c1c(CSc2cccs2)n(C)c2cc(Br)c(O)c(CN(C)C)c12
30. CC1CCc2nc3ccc(S(=O)(=O)N4CCC(C(=O)N5CCCCCC5)CC4)cc3c(C(=O)O)c2C1 (configuration not stated)
31. O=C(c1ccc(Cn2c(=S)[nH]c3cc4c(cc3c2=O)OCO4)cc1)N1CCN(c2ncccn2)CC1
32. CC(C)CNC(=O)c1oc2ccccc2c1COc1ccccc1
compound no.	25	26	27	28	29	30	31	32
FLuc act counter	1.1	0.9	1.1	0.9	1	1	1	1.1
ROMK mod	-3.34*	nt	nt	nt	-2.13	0.68	-0.266	0.0794
STAT3 act	99.4	nt	101.0	nt	108.4	100.3	82.8	94.9
APP 5'UTR act	-10.5	19.2	21.8	22.1	6.7	-5.9	-12.4	-11.6
APP transl inh	10.5	-19.2	-21.8	-22.1	-6.7	5.9	12.4	11.6
STAT1 inh	0.0	-1.1	-0.2	-34.6	5.5	8.1	24.9	8.3
STAT1 act	100.0	102.5	100.2	130.1*	93.6	91.8	75.6	92.4
FLuc inh counter	-12.5	5.8	-7.2	10.5	-3.3	-2.5	-3.2	-6.7
NF-kB neuron act	0.77	0.6	1.06	2.02	0.83	1.24	0.81	0.65
STAT3 blocker	8.3	nt	4.2	nt	-8.7	6.7	22.4	13.8

33. O=C1/C(=C\c2ccco2)SC(=S)N1c1ccc(O)cc1
34. Cc1[nH]c(=O)[nH]c(=O)c1S(=O)(=O)N1CCCC(C(=O)N2CCN(c3cccc(C(F)(F)F)c3)CC2)C1 (configuration not stated)
35. Cc1c(Br)c([N+](=O)[O-])nn1CC(=O)Nc1ccc(Cc2ccncc2)cc1
36. O=C(c1ccccc1)N1CCN(C(=O)c2ccccc2)C1c1ccccc1
37. CCCC(=O)Nc1cccc(C(=O)Nc2ccccc2OCC)c1
38. O=C(NCc1ccccn1)c1ccc(Cn2cc(C(F)(F)F)ccc2=O)cc1
39. Cc1ccc(-c2nn(CC(=O)NCc3ccco3)c(=O)c3ccccc23)cc1
40. O=C(CN1CCN(S(=O)(=O)c2ccccc2)CC1)NC(=O)NCc1ccccc1
compound no.	33	34	35	36	37	38	39	40
FLuc act counter	1	1	1	1.1	1	1	1	1
ROMK mod	-0.743	1.12	0.171	2.04	0.381	-1.09	-0.0626	nt
STAT3 act	103.1	99.9	94.7	109.2	78.3	97.4	89.2	98.2
APP 5'UTR act	28.2	5.4	3.3	5.1	8.9	9.2	-7.3	10.9
APP transl inh	-28.2	-5.4	-3.3	-5.1	-8.9	-9.2	7.3	-10.9
STAT1 inh	-0.3	-3.8	-7.8	0.0	-4.2	0.1	8.1	-6.1
STAT1 act	99.8	102.5	107.1	100.0	101.1	97.6	93.0	105.5
FLuc inh counter	2.5	-0.5	-0.4	-5.1	-1.8	-3.4	-1.0	1.8
NF-kB neuron act	1.13	1.3	1.11	1.15	1.34	1.39	1.32	1.01
STAT3 blocker	-2.4	1.7	9.6	-14.4	30.3	4.9	18.7	2.6

41. O=[N+]([O-])c1cccc(/C=N/n2c(-c3cccnc3)n[nH]c2=S)c1
42. CC1CCCCC1NS(=O)(=O)c1ccc(-n2cnnn2)cc1 (configuration not stated)
43. COc1ccc(-n2cnnc2)cc1
44. O=C(O)c1ccc2c(c1)C(=O)N(c1ccc(/C=C/C(=O)c3ccccc3)cc1)C2=O
45. O=C(Nc1ccc(Oc2ccc(C(=O)O)c(C(=O)O)c2)cc1)c1cccs1
46. CCOc1ccc(Cl)cc1S(=O)(=O)n1cnc2ccccc21
47. COCCCn1nnnc1SCC(=O)N1CCN(C(=O)c2ccco2)CC1
48. NCCCC(=O)N1c2ccccc2Sc2ccccc21
compound no.	41	42	43	44	45	46	47	48
FLuc act counter	1	1.1	1.1	1	1	1	1	1.1
ROMK mod	-0.131	nt	0.46	-2.93*	0.259	nt	0.934	nt
STAT3 act	111.3	99.9	100.2	100.1	100.4	96.2	98.8	100.8
APP 5'UTR act	5.8	7.0	-2.8	19.3	-2.3	-10.8	-7.6	nt
APP transl inh	-5.8	-7.0	2.8	-19.3	2.3	10.8	7.6	nt
STAT1 inh	-0.7	8.9	-5.2	-0.2	-0.7	0.1	0.9	-1.9
STAT1 act	100.6	91.9	104.8	99.8	98.7	99.9	97.4	101.7
FLuc inh counter	-4.9	-6.4	-9.9	-0.5	-0.9	-1.2	-2.7	-8.1
NF-kB neuron act	0.85	0.97	1.03	1.2	1.02	0.98	0.93	0.89
STAT3 blocker	-10.7	5.0	7.4	3.9	3.0	9.3	3.7	7.9

49. CCNS(=O)(=O)c1ccc(NS(=O)(=O)c2cc(C)ccc2C)cc1
50. COc1ccc2[nH]c(-c3ccc(C)cc3)cc(=O)c2c1
51. O=C(Nc1nc(=O)[nH]s1)c1ccccc1
52. O=C(CCCn1c(=O)oc2ccccc21)N1CCc2ccccc2C1
53. CCOC(=O)c1sc(=S)n(CC)c1N
compound no.	49	50	51	52	53
FLuc act counter	1.1	0.1	1	1	1.1
ROMK mod	nt	1.66	0.347	0.0265	-0.638
STAT3 act	95.9	64.6	130.9	161.4*	100.0
APP 5'UTR act	-0.6	109.1	-3.4	10.7	14.0
APP transl inh	0.6	-109.1	3.4	-10.7	-14.0
STAT1 inh	2.7	-26.6	3.8	0.2	-1.6
STAT1 act	97.5	124.2	96.3	99.8	99.8
FLuc inh counter	-5.9	93.4*	0.4	3.4	-5.6
NF-kB neuron act	0.9	4.18*	1.23	1.31	1.06
STAT3 blocker	6.9	39.5	-30.0	-68.1	4.3

Some of the entries above in a different format.
No.	molecule	FLuc act counter	ROMK mod	STAT3 act	APP 5'UTR act	APP transl inh	STAT1 inh	STAT1 act	FLuc inh counter	NF-kB neuron act	STAT3 blocker
52	O=C(CCCn1c(=O)oc2ccccc21)N1CCc2ccccc2C1	1	0.0265	161.4*	10.7	-10.7	0.2	99.8	3.4	1.31	-68.1
49	CCNS(=O)(=O)c1ccc(NS(=O)(=O)c2cc(C)ccc2C)cc1	1.1	nt	95.9	-0.6	0.6	2.7	97.5	-5.9	0.9	6.9
51	O=C(Nc1nc(=O)[nH]s1)c1ccccc1	1	0.347	130.9	-3.4	3.4	3.8	96.3	0.4	1.23	-30.0
